# Assay outcomes deposited in PubChem BioAssay by National Center for Advancing Translational Sciences (NCATS).
# Fluorescein fluor – compound autofluorescence in fluorescein spectral region; Compound autofluorescence, 480/540 nm, fluorescein-equivalent; hits give high values; max fluorescein-equivalent concentration, M; 0.91% of 59,000 active; AID 593; in the data active = max fluorescein-equivalent concentration above about 10 nM; inconclusive = between about 1.1 nM and that limit
#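 Compounds (23 nL) in 100 mM Tris pH 8.0, 15 min at room temperature, then fluorescence read at 480 nm excitation/540 nm emission. Signal converted to fluorescein-equivalent concentration from an on-plate fluorescein standard curve.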
# FLuc inh – inhibitors of firefly luciferase; Potency, µM (top dose mostly 57.1 µM), for inactives: top-dose activity change, negative = inhibition, most hits filed as inhibitors; P08659; purified firefly luciferase, luminescence, 8 min; 2.2% of 72,000 active; also: potency is read from the fitted curve at half-maximal effect; % is scaled to controls: 0 for no effect and ±100 for the full control effect; nearly all actives have a fitted effect of over 40% in size
#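 Firefly luciferase (PKLight detection mix) with 10 uM ATP in pH 7.2 imidazole buffer (KCl, MgCl2, Tween 20, BSA). Compounds tested across a concentration series (qHTS). Luminescence read after 8 min at ambient temperature.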
# Casp7 inh – caspase-7 (human) inhibition, allosteric or competitive; P55210; recombinant caspase-7, Ac-DEVD-AFC fluorescence rate; Potency, µM (highest dose often 57.5 µM), for the others: at the highest dose activity change, negative = inhibition, usual class: inhibitors; 0.02% of 75,000 active; AID 889; active = well fitted inhibition curve with a large enough effect in the main read-out, with a control signal flat, not every such curve was filed as active; inconclusive = small, poorly fitted or top-dose-only effect, or a change in a side signal; also: potency is read from the fitted curve at half-maximal effect; % of control where 0% means no effect
# Casp1 inh – allosteric or competitive inhibitors of human caspase-1 | Potency, µM (highest dose often 57.5 µM), for inactives: top-dose activity change, negative = inhibition, actives largely listed as inhibitors | 0.03% of 75,000 active | Caspase-1 enzyme, Ac-WEHD-AFC fluorogenic rate | P29466;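 also: potency is read from the fitted curve at half-maximal effect; plate controls were vehicle for no effect and no substrate for full effect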
# Target sequence (P29466 120-297 limits assumed): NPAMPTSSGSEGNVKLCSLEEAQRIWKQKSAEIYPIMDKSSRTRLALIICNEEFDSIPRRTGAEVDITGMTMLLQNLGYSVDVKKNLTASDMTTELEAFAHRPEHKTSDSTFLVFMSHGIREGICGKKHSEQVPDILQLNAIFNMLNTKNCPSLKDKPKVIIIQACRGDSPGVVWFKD
# Target sequence (P29466 317-404 limits assumed): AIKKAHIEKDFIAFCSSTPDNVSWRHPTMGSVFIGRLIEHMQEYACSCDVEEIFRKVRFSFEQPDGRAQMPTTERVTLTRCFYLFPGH
# USP2a inhib – USP2a (human) protease inhibition. O75604. USP2a enzymatic assay, qHTS inhibition. Potency, µM (top dose mostly 38.3 µM), without a hit: top-dose activity change, negative = inhibition, most hits filed as inhibitors. 0.1% of 60,000 active. AID 927;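 also: potency is read from the fitted curve at half-maximal effect; nearly all actives have a fitted effect of over 60% in size; plate controls were DMSO for no effect and NEM full inhibition control for full effect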
# Target sequence (O75604 whole entry, looked up): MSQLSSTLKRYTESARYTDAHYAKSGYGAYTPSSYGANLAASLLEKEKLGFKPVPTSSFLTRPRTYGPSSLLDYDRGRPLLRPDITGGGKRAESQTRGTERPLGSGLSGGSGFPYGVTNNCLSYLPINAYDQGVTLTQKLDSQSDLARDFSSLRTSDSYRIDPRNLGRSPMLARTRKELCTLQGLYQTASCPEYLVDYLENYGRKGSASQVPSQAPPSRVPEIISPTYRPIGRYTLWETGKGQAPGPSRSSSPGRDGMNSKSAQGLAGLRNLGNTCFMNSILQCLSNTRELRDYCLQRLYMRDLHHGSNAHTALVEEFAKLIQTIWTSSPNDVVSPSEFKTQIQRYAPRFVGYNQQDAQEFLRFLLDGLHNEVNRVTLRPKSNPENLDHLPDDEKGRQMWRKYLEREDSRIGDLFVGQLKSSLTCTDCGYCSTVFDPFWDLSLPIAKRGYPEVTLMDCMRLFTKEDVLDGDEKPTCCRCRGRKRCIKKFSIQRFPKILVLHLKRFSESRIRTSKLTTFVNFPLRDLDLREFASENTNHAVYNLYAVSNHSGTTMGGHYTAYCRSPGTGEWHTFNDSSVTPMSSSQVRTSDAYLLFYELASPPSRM
#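 Inhibition is measured in a cell-free coupled assay with 20 nM USP2 core, 20 nM Ub-PLA2 and 20 uM NBD C6-HPC, 2.5 h incubation. Activity normalized to NEM control.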
# HEK293 cAMP ctrl – counter-screen for TSHR agonists: cAMP increase in parental HEK293; 2.5% of 73,000 active; parental HEK293 CNG cAMP sensor, membrane potential fluorescence; AID 938; Potency, µM (top dose mostly 57.1 µM), without a hit: at the top dose activation, most hits filed as activators; also: potency is read from the fitted curve at half-maximal effect; % of control where 0% means no effect; nearly all actives have a fitted effect of over 55% in size
#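 Parental HEK 293 cells stably expressing a cAMP-gated CNG channel were loaded with membrane potential dye containing 100 uM RO 20-1724 for 60 min. Compound added for 30 min; depolarization read as fluorescence intensity at 590 nm.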
# HADH2 inh – HADH2 (human) dehydrogenase inhibition | Q99714 | 3.4% of 73,000 active | Potency, µM (top dose mostly 57.1 µM), for the others: top-dose activity change, negative = inhibition, usual class: inhibitors | recombinant HADH2, NADH fluorescence, beta-hydroxybutyryl-CoA; also: potency is read from the fitted curve at half-maximal effect; % is scaled to controls: 0 for no effect and ±100 for the full control effect; nearly all actives have a fitted effect of over 60% in size; many of its hits are not listed in these tables
#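 Read-out: 360 nm excitation, 450 nm emission, kinetic over 4 min. Conditions: His-tagged human HADH2 20 nM, pH 9.0 Tris with Tween-20, 1 mM NAD+, 90 uM beta-hydroxybutyryl-CoA.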
# Tau fil binding – binders of human tau filaments; P10636; recombinant tau filaments, thioflavin S fluorescence, 15 h; filaments grown with octadecylsulfate alongside compound; Potency, µM (titrated, usually from 57.1 µM), inactives show top-dose activity change, negative = inhibition; 2% of 71,000 active; AID 596;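 also: potency is read from the fitted curve at half-maximal effect; % is scaled to controls: 0 for no effect and ±100 for the full control effect; actives lower thioflavin S fluorescence by blocking filaments or displacing dye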
#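 His-tagged recombinant human tau (exons 2, 3 and 10 included), 1 uM, was induced to fibrillize by 30 uM sodium octadecylsulfate with compound present. After 15 h at 37 C, thioflavine S fluorescence (ex 450, em 510 nm) was read.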
# Rhodamine fluor – compound fluoresces in the rhodamine spectral region | Rhodamine-region fluorescence, 547/598 nm, Tris buffer; hits give high values | max dye-equivalent concentration, M | 0.05% of 59,000 active | AID 594; in the data active = max dye-equivalent concentration above about 11 nM; inconclusive = between about 1.1 nM and that limit
#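 Steps: pin-transfer compounds into pH 8.0 Tris (100 mM), hold 15 min at room temperature, image with a 547/598 nm filter pair, and convert intensities to rhodamine-equivalent concentration using a six-point on-plate rhodamine series.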
# ERK AVP inh – vasopressin-driven ERK pathway inhibition; 0.99% of 72,000 active; HEK293-V1b, vasopressin-stimulated pERK AlphaScreen; Potency, µM (titrated, usually from 57.5 µM), for the others: top-dose activity, negative = inhibition, actives largely listed as inhibitors; also: potency is read from the fitted curve at half-maximal effect; % is scaled to controls: 0 for no effect and ±100 for the full control effect; nearly all actives have a fitted effect of over 55% in size
#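 Overnight-seeded V1b-HEK293 cells in 1% FBS got compound, then vasopressin (25 nM final, 5 min, 37C), then lysis buffer. AlphaScreen detection of phospho-ERK; activity normalized to basal and full-stimulation controls.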
# TexasRed autofl – compounds fluorescent in Texas Red spectral region; Compound fluorescence, Texas Red channel, 547/618 nm; hits give high values; 0.06% of 59,000 active; AID 587; max dye-equivalent concentration, M; in the data active = max dye-equivalent concentration above about 10 nM; inconclusive = between about 1.1 nM and that limit
#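 Spectral interference profiling: each compound concentration's relative fluorescence, read with a 547 nm excitation and 618 nm emission filter pair, was normalized to a per-plate Texas Red standard curve.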
# Starred values were filed as active, the others as inactive; i = inactive; u = inconclusive; x = no result given; [ ] = another dose, or the depositor's remark. Unless noted, calls follow the shape of the dose curve; as a rule, active = well fitted curve in the direction sought with a large enough effect; inconclusive = small, poorly fitted or top-dose-only effect, or another doubt; inactive = no such curve, though single readings can be large; an effect the other way counts as inactive or inconclusive. These rows are one share of the data. The share of hits here may be higher or lower than overall.
SMILES,Fluorescein fluor,FLuc inh,Casp7 inh,Casp1 inh,USP2a inhib,HEK293 cAMP ctrl,HADH2 inh,Tau fil binding,Rhodamine fluor,ERK AVP inh,TexasRed autofl
O=C(CN1CCN(c2ncccn2)CC1)N(Cc1ccccc1)c1ccc(F)cc1,i,-7%,-2%,3%,13%,u,-3%,4%,i,5%,u
N=C1C(c2ccccc2)=C(O)C2CCc3ccccc3N12 (configuration not stated),u,0%,-3%,2%,7%,-9%,18%,-5%,i,11%,i
CCOC(=O)C1CCCN(C(=O)N2CCOCC2)C1 (configuration not stated),x,1%,0%,-1%,5%[7.66 µM],11%[11.4 µM],0%[11.4 µM],-1%[11.4 µM],x,-27%,x
COCCn1c(=S)[nH]c2cc(C(=O)N3CCC(C(N)=O)(N4CCCCC4)CC3)ccc2c1=O,i,2%,0%,-2%,19%,18%,-1%,3%,i,-19%,i
COc1cccc(C(=O)N2CCCc3ccccc32)c1,i,-3%,-1%,0%,3%,u,12%,2%,i,18%,i
CCOc1cc(C(=O)Nc2ccc3c(c2)OCO3)ccc1OC(F)F,u,-11%,-1%,-1%,1%,15%,-11%,-13%,i,20µM*,u
CCOC(=O)C1C(=O)NC(N2CCN(CC)CC2)=NC1c1ccccc1 (configuration not stated),i,-1%,0%,3%,-8%,-1%,1%,1%,i,-16%,u
CCCC(=O)N1CCN(c2ccc(NC(=O)c3cc4ccccc4o3)cc2)CC1,u,-2%,0%,1%,13%,-12%,5%,-12%,i,-9%,i
O=C(N1CCOCC1)N1CCN(CC(O)COc2ccc3ccccc3c2)CC1 (configuration not stated),u,-3%,1%,2%,22%,5%,16%,4%,i,6%,u
CC(=O)Nc1ccc(OC(F)(F)C(F)C(F)(F)F)c(NC(C)=O)c1 (configuration not stated),x,1%,0%,0%,6%[7.66 µM],-1%[11.4 µM],2%[11.4 µM],13%[11.4 µM],x,-17%,x
CN(C)CCN1C(=O)C(=O)/C(=C(/O)c2ccc(S(=O)(=O)N3CCOCC3)cc2)C1c1ccccc1 (configuration not stated),x,4%,0%,0%,-3%[7.66 µM],1%[11.4 µM],0%[11.4 µM],-4%[11.4 µM],x,12%,x
CN1C(=O)SC(Nc2ccc(F)cc2)C1=O (configuration not stated),i,-1%,7%,1%,-10%,-9%,-5%,3%,i,6%,u
CCCCn1c(N)c(N(CCC(C)C)C(=O)CSc2nnc3ccccn23)c(=O)[nH]c1=O,i,1%,0%,-2%,20%,u,-7%,-52%,i,-1%,i
O=C(c1ccco1)n1nc(-c2ccccc2)nc1NCc1ccco1,u,-1%,-2%,-1%,5%,25%,-8%,0%,i,-23%,u
CC12C(=O)N(c3cccc4cccnc34)C(=O)C1C1C=CC2C1 (configuration not stated),x,1%,-3%,0%,x,-1%,3%,-3%,x,1%,x
O=C(NC1CC1)C1CCC(=O)N1C1CCCC1 (configuration not stated),i,0%,2%,4%,1%,1%,3%,-6%,i,7%,u
CCC(C)Nc1nc2c(c(=O)[nH]c(=O)n2C)n1CCC(C)C (configuration not stated),u,1%,0%,2%,-7%,u,14%,-1%,i,5%,u
COc1ccc(CCNC(=O)CSc2nc(N)c(C#N)c(-c3cccs3)c2C#N)cc1OC,i,3%,-1%,-1%,-15%,0%,u,186%,i,33%[activator],i
CCCCCCNC(=O)C(C#N)c1nc2ccccc2nc1N1CCOCC1 (configuration not stated),4.1e-07M*,1%,-30%,-2%,10%,u,16%,4µM*,i,-27%,i
Cc1ccccc1OCCCC(=O)Nc1nccs1,i,0%,0%,-2%,38%[activator],18%,-17%,4%,i,u,i
O=C(O)CCC(=O)N1CCc2cc(S(=O)(=O)Nc3ccc4c(c3)OCCO4)ccc21,x,-1%,-1%,-4%,x,6%,4%,-13%,x,x,x
Nn1c(SCC(=O)NC(=O)NCc2ccccc2)nnc1C1CC1,u,-3%,-1%,0%,0%,1%,-20%,-6%,i,0%,u
Cc1cccc(NC(=O)C2CCCN(S(=O)(=O)c3c(C)nn(C)c3C)C2)n1 (configuration not stated),x,1%,-1%,0%,x,12%,-2%,-13%,x,u,x
O=C(NCc1ccco1)c1sc2cccc(F)c2c1Cl,i,-3%,-4%,-3%,14%,15%,-11%,150%,i,u,u
Cc1cccn2cc(-c3ccc(S(=O)(=O)N4CCOCC4)cc3)nc12,x,-2%,-3%,-2%,11%,1%,32µM*,-10%,x,-9%,x

# (more compounds)
SMILES,Fluorescein fluor,FLuc inh,Casp7 inh,Casp1 inh,USP2a inhib,HEK293 cAMP ctrl,HADH2 inh,Tau fil binding,Rhodamine fluor,ERK AVP inh,TexasRed autofl
COCCOC(=O)C1=C(C)N=C2SCCC(=O)N2C1c1ccc(C(=O)OC)cc1 (configuration not stated),i,0%,2%,0%,-2%,21%,1%,-6%,i,-11%,i
COc1cc(CNc2nc3ccccc3[nH]2)cc(OC)c1OC,u,2%,-1%,0%,4%,-5%,0%,-6%,i,-17%,u
O=C(CSc1nnc(C2CCCCC2)o1)N1CCCCC1,i,-2%,3%,2%,x,16%,-6%,-9%,i,-5%,i
CN(C)c1ncc2nc(-c3ccc(F)cc3)c(=O)n(C3CC3)c2n1,u,-1%[11.4 µM],0%,2%,6%,11%,13%,72%,i,28%,i
CCCC(=O)N1CCN(c2ccc(NC(=O)c3cc4ccccc4o3)cc2Cl)CC1,i,-10%,-3%,-5%,40%[activator],27%,-44%,33%,i,7.9µM*,u
CNC(=O)c1c(NC(=O)c2ccc(S(=O)(=O)N3CCOCC3)cc2)sc2c1CCC2,x,1%,-1%,-2%,x,0%,-25%,30%,x,x,x
COc1nc(N)nc(N2CCOCC2)n1,i,0%,0%,2%,-3%,3%,-12%,2%,i,25%,i
NC(=O)CSc1nnnn1-c1ccc(OC(F)(F)F)cc1,i,1%,-1%,0%,0%,-1%,11%,-7%,i,-2%,i
COc1ccc(CNS(=O)(=O)c2ccc(C3CNC(=O)C3)cc2)cc1 (configuration not stated),i,-2%,1%,-1%,3%,-1%,-1%,-9%,i,-13%,i
O=C(NCc1cccs1)c1ccccc1F,x,1%,-2%,0%,-15%,-3%,-5%,5%,x,-7%,x
COc1ccccc1-c1cc(C(F)(F)F)nc(S(=O)(=O)CCCC(=O)N2CCOCC2)n1,i,1%,-4%,-1%,9%,12%,-25%,-18%,i,25%,i
O=C(N1CCOCC1)N(Cc1cccs1)C1CCCC1,i,2%,-1%,-3%,4%,5%,1%,1%,i,-10%,i
CCOC(=O)c1c(-c2ccc(C)o2)csc1NC(=O)CSc1nnc(C)s1,i,-4%,-4%,-6%,3%,32µM*,2%,17%,i,10%,i
CCOC(=O)c1csc(NC(=O)c2ccc(OC)c(OC)c2)n1,i,0%,0%,1%,-7%,-7%,8%,74%,i,16%,i
O=C(COc1ccc(Cl)cc1Cl)N(Cc1ccco1)C1CCS(=O)(=O)C1 (configuration not stated),i,-6%,-2%,-1%,16%,u,13%,1%,i,6%,u
COCCN(CC(=O)NCc1ccccc1)C(=O)CCC(=O)Nc1nccs1,i,0%,0%,1%,x,-3%,8%,-10%,i,-2%,u
COc1ccccc1N1CCN(Cc2nc(N)nc(Nc3ccccc3)n2)CC1,i,-2%,0%,-3%,25%,2%,21%,-6%,i,-28%,i
Cc1nnc(SCCn2c(N3CC(C)CC(C)C3)nc3c2c(=O)[nH]c(=O)n3C)s1 (configuration not stated),i,3%,-1%,-3%,11%,6%,-1%,14%,i,-5%,i
CCOC(=O)C1CCN(C(=O)N(C)C)CC1,i,1%,1%,1%,3%,6%,14%,3%,i,6%,i
O=C(O)CCc1ccc(-c2ccc(F)cc2)n1CC(=O)O,i,4%,-17%,-20%,27%,6%,-28%,-5%,i,17%,i
COC(=O)c1cc(CC(=O)c2ccc(O)cc2O)c(C)o1,i,1%,-1%,0%,-1%,-2%,-2%,1%,i,15%,i

# Five entries from above, with bars between the fields:
SMILES | Fluorescein fluor | FLuc inh | Casp7 inh | Casp1 inh | USP2a inhib | HEK293 cAMP ctrl | HADH2 inh | Tau fil binding | Rhodamine fluor | ERK AVP inh | TexasRed autofl
COc1ccc(CNS(=O)(=O)c2ccc(C3CNC(=O)C3)cc2)cc1 (configuration not stated) | i | -2% | 1% | -1% | 3% | -1% | -1% | -9% | i | -13% | i
CNC(=O)c1c(NC(=O)c2ccc(S(=O)(=O)N3CCOCC3)cc2)sc2c1CCC2 | x | 1% | -1% | -2% | x | 0% | -25% | 30% | x | x | x
O=C(COc1ccc(Cl)cc1Cl)N(Cc1ccco1)C1CCS(=O)(=O)C1 (configuration not stated) | i | -6% | -2% | -1% | 16% | u | 13% | 1% | i | 6% | u
CCOC(=O)c1csc(NC(=O)c2ccc(OC)c(OC)c2)n1 | i | 0% | 0% | 1% | -7% | -7% | 8% | 74% | i | 16% | i
COC(=O)c1cc(CC(=O)c2ccc(O)cc2O)c(C)o1 | i | 1% | -1% | 0% | -1% | -2% | -2% | 1% | i | 15% | i
